AddAB inh – less growth of phage-infected E. coli with AddAB. inhibition, % at 11.9 µM. 330,000 tested, 0.29% active. AID 435030. E. coli expressing H. pylori AddAB, absorbance growth; in the data active means inhibition above about 12%;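 further: 0% = vehicle wells of infected cells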
Mot1-301 SUMO – inhibitors of SUMOylation pathway: yeast Mot1-301 growth rescue; S. cerevisiae Mot1-301 growth rescue, ATP luminescence, 38.5C; percent above DMSO median, 100 means doubled; 320,000 tested, 1% active; growth rescue, % at 18.8 µM;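 active means every valid replicate shows activation above 250% relative to neutral control wells; inactive means the rest, any valid replicate at or below 250%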;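 further: OY570 slx delta 5 strain wells were the positive control but not used for scaling; some compounds called inactive have numbers as strong as hits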
E coli growth – bacterial growth inhibition, counter-screen for AddAB inhibitors; E. coli V3065 growth, OD600 absorbance, 18 h; inhibition, % at 11.9 µM; 330,000 tested, 0.27% active; AID 449728;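 active means inhibition above the campaign's mean inhibition across all tested compounds plus 3 SD, cut at about 9.9% in these data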;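 further: uninfected addAB+ strain grown without phage in ampicillin broth; 0% = DMSO wells and 100% = ciprofloxacin 0.95 µg/ml wells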
PfHsp90 set2 – inhibits growth of yeast expressing Plasmodium falciparum Hsp90; 310,000 tested, 0.32% active; S. cerevisiae expressing PfHsp90, BacTiter-Glo ATP, 48 h; yeast lacking PDR1 and PDR3 efflux regulators; inhibition, % at 9.4 µM;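 active means every replicate shows inhibition above about 80%, whatever the replicate mean, limit read from the data; inconclusive means mean inhibition reaches the set limit but some replicate falls short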;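 further: 0% = DMSO neutral controls and 100% = 20 µM radicicol positive controls; yeast relying on Plasmodium falciparum Hsp90 in place of its own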
phage Ecoli inh – E. coli growth loss with phage present | growth absorbance | inhibition, % at 11.9 µM | 360,000 tested, 0.26% active; in the data active means inhibition above about 11%
HTR5A inv ctr – counter-screen for OPRM1-OPRD1 inverse agonists: human HTR5A inverse agonism. inhibition, % at 9.3 µM. 340,000 tested, 0.083% active. P47898. HTR5A cell line, luminescence; in the data active means inhibition mostly above about 23%, no sharp cut-off; inactive means mostly below about 18%;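 further: 0% = cells with DMSO and 100% = no-cell wells with DMSO; some compounds called inactive have numbers as strong as hits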
Target sequence (P47898 whole entry, looked up): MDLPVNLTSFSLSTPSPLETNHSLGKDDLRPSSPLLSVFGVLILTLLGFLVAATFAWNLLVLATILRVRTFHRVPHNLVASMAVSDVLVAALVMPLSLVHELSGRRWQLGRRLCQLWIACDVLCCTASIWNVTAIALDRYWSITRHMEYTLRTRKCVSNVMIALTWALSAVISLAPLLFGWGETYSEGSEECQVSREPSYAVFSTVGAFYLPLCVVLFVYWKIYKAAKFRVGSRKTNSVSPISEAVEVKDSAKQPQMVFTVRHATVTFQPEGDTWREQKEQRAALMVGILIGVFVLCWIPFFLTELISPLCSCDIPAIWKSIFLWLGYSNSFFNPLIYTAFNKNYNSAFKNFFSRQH
MOR-DOR ag – OPRM1-OPRD1 heterodimerization agonism | P35372+P41143 | 340,000 tested, 0.3% active | cells, luminescence | activation, % at 9.3 µM; in the data active means activation above about 18%;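 further: 0% = vehicle-treated cells and 100% = reference agonist; values of inactives mirror those of a sister screen read the other way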
PKA-R2B act – activators of human PKA-R2B complex; PKA-R2B holoenzyme dissociation, Cy5-IP20 fluorescence polarization; R2B truncated from residue 108, S112A mutant; 0% DMSO only, 100% 113 µM cGMP; activation, % at 11.4 µM; 340,000 tested, 0.079% active; AID 504700;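 active means activation above a cutoff set at the mean over all compounds plus 3 SD, cut at about 18% in these data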;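 further: higher means more holoenzyme dissociation and a rise in polarization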
Target sequence (P31323 whole entry, looked up, other chains not shown, the tested form may be a part): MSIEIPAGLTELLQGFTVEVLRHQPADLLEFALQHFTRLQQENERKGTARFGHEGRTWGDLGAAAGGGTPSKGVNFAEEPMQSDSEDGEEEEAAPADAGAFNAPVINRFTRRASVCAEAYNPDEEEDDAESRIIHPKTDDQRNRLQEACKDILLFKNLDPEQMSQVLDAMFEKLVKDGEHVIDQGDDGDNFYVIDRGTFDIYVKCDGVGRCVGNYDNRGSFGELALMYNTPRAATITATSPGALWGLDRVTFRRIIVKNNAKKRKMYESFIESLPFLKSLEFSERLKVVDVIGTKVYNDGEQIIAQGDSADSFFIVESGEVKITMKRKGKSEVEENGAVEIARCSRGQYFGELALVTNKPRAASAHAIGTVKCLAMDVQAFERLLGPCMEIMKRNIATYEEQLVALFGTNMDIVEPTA
OPRM1-OPRD1 inv – inverse agonists of human mu-delta opioid receptor heterodimerization; cell-based MOR-DOR heterodimer luminescence, inverse agonism; inhibition, % at 9.3 µM; 340,000 tested, 0.21% active; in the data active means inhibition above about 22%, passing the limit was not always enough;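 further: 0% = cells with DMSO and 100% = wells without cells with DMSO; values of inactives mirror those of a sister screen read the other way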
Tat export inh – blocks Tat-dependent protein export in E. coli; E. coli MC4100 TorA-mCherry Tat export, fluorescence; inhibition, % at 10 µM; 340,000 tested, 0.036% active; AID 488895;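 active means mean replicate inhibition at least 50% and at least half of replicates individually reaching 50%; inconclusive means only one of the two criteria met; inactive means neither criterion met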;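 further: exported cargo escapes ClpAP degradation while cytoplasmic cargo is degraded and loses fluorescence; 0% = median of neutral control wells and 100% = median of NaSCN control wells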
PKA-R1A activ – activators of PKA-R1A complex; P00514+P68181; PKA-R1A dissociation, Cy5-IP20 fluorescence polarization; scaled: DMSO 0%, 113 µM cGMP 100%; activation, % at 11.4 µM; 340,000 tested, 0.083% active; AID 504707;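 active means percent activation above the mean of all tested compounds plus 3 SD, cut at about 19% in these data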;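 further: higher means more PKAc released from R1A so a rise in polarization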
* hit, by the source's call; ? = inconclusive; nt = no result given.

#	compound	AddAB inh	Mot1-301 SUMO	E coli growth	PfHsp90 set2	phage Ecoli inh	HTR5A inv ctr	MOR-DOR ag	PKA-R2B act	OPRM1-OPRD1 inv	Tat export inh	PKA-R1A activ
1	Cc1cc(Cl)ccc1OCC(=O)NCCCN1CCOCC1	-0.2	11	-0.8	18	2.4	-9	-1.6	-3	9	-4	9
2	Cc1cc2ccccc2n1CCNC(=O)c1cccs1	-1.6	-6	3.3	-5	-0.5	5	-1.8	1	10	-6	-9
3	CCOc1ccc(-n2c(Cc3cc(=O)[nH]c(=O)[nH]3)nnc2SCC)cc1	1.6	-3	2.0	20	-0.7	-3	-2.1	9	10	6	2
4	COc1ccccc1Oc1ccc(N/C=C2/CCCC2=O)cc1	-0.6	39	-1.7	14	2.9	-6	-3.5	1	18	3	8
5	COc1ccc(NC(=O)Nc2ccc(F)cc2F)cc1	3.1	-12	2.1	-10	4.0	-10	-3.1	-5	15	0	2
6	OCCN1CNC(=S)NC1	0.6	4	0.3	-11	2.5	-14	-2.2	-12	12	-2	4
7	O=C1CC(c2ccccc2)n2nc(NC(=O)c3ccccn3)nc2N1 (stereo not drawn)	3.0	-12	3.1	-19	3.4	13	-2.5	7	14	1	3
8	CCCCC1(C(=O)OCC)CC(CSC(=N)N)OC1=O (stereo not drawn)	4.4	-4	0.3	11	3.0	-7	-3.1	-2	16	-6	1
9	CCCCN(CCCC)S(=O)(=O)c1ccc(OC)c2ncccc12	0.8	247	-2.2	-13	5.1	-43	0.5	-6	-3	10	-5
10	N#CC1=C(Nc2ccccc2)SC=C(c2ccc(Cl)c(Cl)c2)N=C1N1CCOCC1	1.8	-2	-1.8	-2	-2.1	-28	-1.9	4	9	-8	-3
11	Cc1cc2c(n1-c1ccc(Br)cc1)CC(C)(C)CC2=O	2.8	9	0.6	nt	0.2	-3	-1.5	-10	7	-11	-1
12	Nc1ccc2c3c(cccc13)C(=O)N(c1ccccc1)C2=O	nt	nt	nt	3	3.6	-13	-0.7	-8	4	0	-7
13	Cc1ccc(CN(C)CC(=O)Nc2ccc3c(c2)CCC3)cc1	4.7	284	0.2	0	3.6	-27	5.7	6	-30	-1	-16
14	Cc1nc(N)nc(Cl)c1Cc1ccc(Cl)cc1	-1.4	-3	-0.9	2	4.6	-11	1.3	-4	-7	?	-2
15	CC(=O)Nc1ccc(NC(=O)COC(=O)c2ccccn2)cc1	1.8	6	0.6	-16	3.2	-19	-1.2	1	7	10	-3
16	COc1ccc(S(=O)(=O)Nc2ccccc2OC)cc1NC(=O)Cc1cccs1	0.3	8	-1.0	-19	2.0	-3	-0.9	-4	5	10	-2
17	CC(C(=O)N1CCCC1)c1ccc([N+](=O)[O-])cc1 (stereo not drawn)	0.2	5	0.9	13	2.4	-6	-3.7	-19	17	1	-5
18	N=c1n(-c2ccccc2)c(O)cc(=O)n1-c1ccccc1	0.3	-2	0.6	10	-0.5	7	-1.1	-11	6	-3	-3
19	COc1cc(SC)ccc1C(=O)N1CCN(c2ccccc2)CC1	3.6	5	-0.5	5	5.5	nt	nt	nt	nt	2	nt
20	C#CCOc1ccccc1CNC1CCN(Cc2ccccc2)CC1	-1.1	4	1.6	8	2.1	3	-1.9	-6	9	4	-4

Numbers 11 through 20 from above:
#	compound	AddAB inh	Mot1-301 SUMO	E coli growth	PfHsp90 set2	phage Ecoli inh	HTR5A inv ctr	MOR-DOR ag	PKA-R2B act	OPRM1-OPRD1 inv	Tat export inh	PKA-R1A activ
11	Cc1cc2c(n1-c1ccc(Br)cc1)CC(C)(C)CC2=O	2.8	9	0.6	nt	0.2	-3	-1.5	-10	7	-11	-1
12	Nc1ccc2c3c(cccc13)C(=O)N(c1ccccc1)C2=O	nt	nt	nt	3	3.6	-13	-0.7	-8	4	0	-7
13	Cc1ccc(CN(C)CC(=O)Nc2ccc3c(c2)CCC3)cc1	4.7	284	0.2	0	3.6	-27	5.7	6	-30	-1	-16
14	Cc1nc(N)nc(Cl)c1Cc1ccc(Cl)cc1	-1.4	-3	-0.9	2	4.6	-11	1.3	-4	-7	?	-2
15	CC(=O)Nc1ccc(NC(=O)COC(=O)c2ccccn2)cc1	1.8	6	0.6	-16	3.2	-19	-1.2	1	7	10	-3
16	COc1ccc(S(=O)(=O)Nc2ccccc2OC)cc1NC(=O)Cc1cccs1	0.3	8	-1.0	-19	2.0	-3	-0.9	-4	5	10	-2
17	CC(C(=O)N1CCCC1)c1ccc([N+](=O)[O-])cc1 (stereo not drawn)	0.2	5	0.9	13	2.4	-6	-3.7	-19	17	1	-5
18	N=c1n(-c2ccccc2)c(O)cc(=O)n1-c1ccccc1	0.3	-2	0.6	10	-0.5	7	-1.1	-11	6	-3	-3
19	COc1cc(SC)ccc1C(=O)N1CCN(c2ccccc2)CC1	3.6	5	-0.5	5	5.5	nt	nt	nt	nt	2	nt
20	C#CCOc1ccccc1CNC1CCN(Cc2ccccc2)CC1	-1.1	4	1.6	8	2.1	3	-1.9	-6	9	4	-4

Following part
#	compound	AddAB inh	Mot1-301 SUMO	E coli growth	PfHsp90 set2	phage Ecoli inh	HTR5A inv ctr	MOR-DOR ag	PKA-R2B act	OPRM1-OPRD1 inv	Tat export inh	PKA-R1A activ
21	COC1OC2COC(c3ccccc3)OC2C2OC12 (stereo not drawn)	nt	nt	nt	31	3.2	-4	-3.4	4	17	10	2
22	Cc1nn(-c2ncc(C(F)(F)F)cc2Cl)c(=O)n1-c1ccccc1Cl	nt	nt	nt	-1	2.9	0	-0.7	2	3	4	-8
23	O=C(Cn1ncc(Cl)c(Cl)c1=O)Nc1ccc2c(c1)OCO2	0.2	5	-1.6	-19	1.5	20	-3.5	-8	14	0	-10
24	CCOC(=O)c1c(C)nc2c(c1-c1cc(OC)c(OC)c(OC)c1)C(=O)c1ccccc1-2	3.9	2	2.2	10	2.6	16	-0.2	-3	1	-1	-1
25	O=C(Nc1ccccn1)NC12CC3CC(CC(C3)C1)C2	3.2	6	-0.2	-3	0.3	-34	10.0	-2	-41	-7	-4
26	O=C(CCN1CCCCC1=O)NC1CCCc2c1cnn2-c1ccccc1F (stereo not drawn)	1.2	551	-0.6	41	-1.1	7	-0.8	-7	4	-1	6
27	CCCCCCN1C(=O)CC(NC(=O)OCC2c3ccccc3-c3ccccc32)C/C=C\C1C(C)C (stereo not drawn)	0.9	nt	2.0	1	-1.2	1	-3.1	-4	15	-4	2
28	Cn1c(=O)c2c(SCc3cccc(C(F)(F)F)c3)nc(-c3ccco3)nc2n(C)c1=O	-0.6	169	-5.1	nt	2.0	-6	-0.8	0	4	2	-6
29	CC(C)C(=O)NC(NC(=S)Nc1cccc2cccnc12)C(Cl)(Cl)Cl (stereo not drawn)	-0.6	37	-0.1	2	0.9	-12	0.9	3	-6	-7	1
30	Nc1ncc(Br)cc1S(=O)(=O)NCCC(=O)N1CCN(c2ccccc2)CC1	1.1	-5	-0.3	17	2.2	17	-1.4	-1	7	4	-12
31	O=C(NCc1cc(C(F)(F)F)cc(C(F)(F)F)c1)C1CC(c2c(Cl)cccc2Cl)=NO1 (stereo not drawn)	1.4	58	1.3	23	4.4	-11	3.1	-5	-18	0	3
32	CN1CCN(C(=O)c2ccc(CN3CCOCC3)cc2)CC1	1.6	4	2.2	nt	2.6	6	-0.6	-5	3	0	11
33	CC1=CC=CN2C1=NC(=O)CC2(C)C(=O)N(CC(=O)NC1CCCC1)Cc1ccccc1 (stereo not drawn)	3.3	373	0.4	-6	1.4	-8	-0.7	-5	4	-8	0
34	O=C(CSc1nc2ccccc2c(=O)[nH]1)Nc1ccc(Br)cc1	0.0	-1	1.5	4	0.4	3	0.0	-6	0	4	-10
35	O=C(N/N=C1\CCSc2ccc(F)cc21)c1cccnc1	0.8	76	1.4	-8	3.8	-11	-0.8	6	4	-8	-10
36	COc1ccc(Cc2nnc(Nc3ccc(C)cc3C)[nH]c2=O)cc1	2.5	nt	1.1	-8	3.1	2	-1.5	10	9	5	0
37	Cc1ccc(S(=O)(=O)N2CCN(C(=O)CSC(=S)N3CCCC3)CC2)c(C)c1	3.0	-2	0.0	-13	1.1	-18	2.5	0	-10	1	3
38	Cn1c(N)c(C(=O)COC(=O)CN2C(=O)c3ccccc3C2=O)c(=O)n(C)c1=O	1.1	-8	-3.1	-6	4.8	-1	0.6	4	-4	1	-2
39	O=C(/C=C/c1ccco1)Nc1scc(-c2ccccc2)c1C(=O)O	1.2	-7	1.3	49	2.0	-6	-2.0	-8	11	10	-14
40	CCOC(=O)C1=C(O)C(=O)N(Cc2cccnc2)C1c1ccc(OC)cc1 (stereo not drawn)	2.9	-21	0.9	-18	1.7	nt	nt	nt	nt	-4	nt
41	CC(C)CN(C(=O)CN1CCOCC1)c1c(N)n(CC(C)C)c(=O)[nH]c1=O	3.7	1	0.4	1	1.6	-2	-0.8	-14	4	4	-2
42	O=C(NCC(c1cccs1)N1CCOCC1)c1ccc(Cl)cc1 (stereo not drawn)	-0.3	-12	0.8	nt	4.5	3	-3.0	-2	16	-1	5
43	CSc1cccc(NC(=O)C(C)C)c1	4.0	-16	1.5	16	3.8	-9	-1.6	2	8	1	-6
44	COc1ccc(N(C(=O)CNC(=O)c2ccco2)C(C(=O)NC2CCCC2)c2ccc(C)o2)cc1 (stereo not drawn)	1.5	127	0.2	-31	1.6	3	-2.0	5	11	2	-7
45	Cc1ccc(NC(=O)c2cc(C(C)(C)C)nn2Cc2ccccc2)cc1	-0.6	1	-0.6	-5	1.9	-24	12	0	-64	7	1
46	COc1ccc(/C=C2\SC(=O)N(CC(=O)NCCC(C)C)C2=O)cc1OC	-2.2	24	-0.3	0	3.0	4	5.1	-6	-26	5	-12
47	CCN(CC)C(=O)[C@H]1CC(CC(=O)NCc2ccco2)C(=O)N2CCc3c([nH]c4ccc(OC)cc34)[C@]12C (stereo partly drawn)	-0.6	nt	-0.7	2	2.6	-3	-2.4	-5	12	3	-6
48	CCOc1ccc(N=C2NC(=O)S/C2=C\c2ccc(N(C)C)cc2)cc1	0.0	80	-3.4	-22	2.1	10	-4.3	0	22	-2	-12
49	COCC(=O)N1CCC(Oc2ccc(C(=O)NCc3cc(C)no3)cc2)CC1	1.5	471	0.0	15	1.9	-8	-1.6	1	9	-3	0
50	Cc1ccc(C)c(OCC(=O)Nc2cc(C(=O)O)cc(C(=O)O)c2)c1	1.7	-16	0.8	8	2.1	25	-1.6	1	9	-7	-3
51	c1ccc(-c2noc(-c3cccc4ccccc34)n2)nc1	-2.0	-6	-0.2	18	1.2	33	2.6	-1	-15	5	-1
52	COc1ccc(/C(C)=N\NC(=O)C(c2ccncc2)N2CCOCC2)cc1 (stereo not drawn)	2.6	-2	-1.7	-4	4.1	14	-0.8	-1	4	-4	7

Screens (PubChem)
